Assay outcomes from PubChem.
T cell modulator: modulates CD8 T cell binding to vesicles | calls only at 7 µM | 2C CD8+ T cell-vesicle binding, flow cytometry; hits give low values | AID 2052 | actives 0.068% (n = 330,000);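 active = response, share of CD8 T cells binding vesicles, and their 90th percentile fluorescence all below set limits, cut at about 80% in these data, passing the limit was not always enough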
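Material: 2C TCR transgenic mouse naive CD8+ T cells, MACS-purified. Also added: QL9-charged Drosophila Ld/ICAM-1/B7-1 vesicles. Timing: binding 1.5 h at 37 °C. Measured by: high-throughput flow cytometry with anti-B7-1 and anti-CD8 staining. Read-out: percent CD8+ FL2 mean versus row control. Controls: Unloaded micro-vesicles (low), QL9 vesicles with 0.7% DMSO (high).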
T cell modulator vesicle-bound %: recorded beside T cell modulator, whose call it bears; double positive events, %; measured here: CD8+ vesicle-bound cell fraction;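 binding gate set so that unloaded-vesicle control wells show 10% double positive cells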
* marks the source's active call; other numbers are inactive results; i = inactive.

Each structure is followed by: T cell modulator | T cell modulator vesicle-bound %
> CSc1ccccc1NC(=O)CN(C)C(=O)Cc1c(F)cccc1Cl
    i | 42
> Cc1cccc(NS(=O)(=O)c2c(C)nc3scc(C)n3c2=O)c1
    i | 40
> Nc1nnn(-c2ccccc2)c1-c1ccccc1
    i | 44
> Cc1cccc(NC(=O)C2CCCN(S(=O)(=O)c3cccs3)C2)c1C (stereo unspecified)
    i | 21
> Cc1cc(C)c2c(C(C)(C)C)nn(-c3ccccc3)c2n1
    i | 40
> O=C(NCCC(=O)N1CCN(c2ccccc2O)CC1)c1ccc(Cl)cc1
    i | 54
> CN(C(=O)c1ccc(NC(=O)Cc2ccc(NC(=O)C3CCCN(C(=O)C4CCCCC4)C3)cc2)cc1)C1CC1 (stereo unspecified)
    i | 31
> COc1ccc(CN(C)C(=O)c2ccc(NC(=O)CC3SC(N4CCCC4)=NC3=O)cc2)c(OC)c1OC (stereo unspecified)
    i | 50
> COc1ccc(-c2nc(N)nc(N)n2)c(O)c1
    i | 26
> CCOc1ccc(S(=O)(=O)n2c([N+](=O)[O-])cnc2C)c(C)c1C
    i | 61
> O=C1C=C(c2ccc(Br)c3ccccc23)C[C@@H](c2ccc3c(c2)OCO3)C1
    i | 38
> COc1ccc(C(=O)NC2CC(C)(C)Cc3c2cnn3-c2ccccc2C)c(OC)c1OC (stereo unspecified)
    i | 54
> CCCCN1CC(=O)N2[C@H]3c4ccccc4OC[C@@H]3[C@H](c3ccccc3)[C@]2(C)C1=O
    i | 40
> O=C(Nc1ccc(S(=O)(=O)N2CCc3ccccc32)cc1)C(F)(F)F
    i | 35
> COc1ccc(CC(=O)N/N=C(\C)c2cccnc2)cc1
    i | 8
> CCCc1cc(=O)[nH]c(SCC(=O)NC(=O)NC2CCCC2)n1
    i | 46
> CCOc1ccc(S(=O)(=O)N2CCOCC2)cc1NC(=O)CN1C(=O)NC(C)(c2ccccc2)C1=O (stereo unspecified)
    i | 34
> COc1ccccc1CNC(=O)COC(=O)/C=C/c1ccc(OC(F)F)c(OC)c1
    i | 36
> O=C(COc1ccc(/C=N/NC(=O)c2ccncc2)cc1)Nc1ccccc1
    i | 49
> C[C@@H]1O[C@@H](O[C@@H]2[C@@H](O)[C@H](OCCc3ccc(O)c(O)c3)O[C@H](CO)[C@H]2OC(=O)/C=C/c2ccc(O)c(O)c2)[C@H](O)[C@H](O)[C@H]1O
    i | 32
> CCOc1ccc(C(=O)NCC(=O)N2CCN(Cc3ccccc3)CC2)cc1
    i | 37
> CC(C)(C)c1cc(CP(=O)(c2ccccc2)c2ccccc2)cc(C(C)(C)C)c1O
    i | 46
> COc1cc(/C=C2/SC(=S)N(Cc3ccccc3)C2=O)ccc1OCC(=O)O
    i | 59
> Cc1cc(NC(=O)CCC(=O)N(CC(=O)NC2CCCC2)c2ccc(C)c(F)c2)no1
    i | 21
> Cc1cccc(CN2CCCC(C(=O)Nc3ccc(-c4cscn4)cc3)C2)c1 (stereo unspecified)
    i | 64
> CC(=O)c1sc2c(c1N)c(=O)[nH]c(=O)n2-c1ccccc1
    i | 57
> COCCn1ccc2c(OCC(=O)Nc3cc(OC)ccc3OC)cccc2c1=O
    i | 38
> CC1(NC(=O)Cc2c(Cl)cccc2Cl)CCS(=O)(=O)C1 (stereo unspecified)
    i | 43
> CC(NC(=O)C1CCN(S(=O)(=O)c2ccccc2)CC1)c1ccccc1 (stereo unspecified)
    i | 55
> O=C(Nc1ccc2c(c1)OCO2)Nc1ccc(F)cc1F
    i | 5
> COc1ccc(CCNC(=O)CCNC(=O)N2CC(=O)Nc3ccccc32)cc1OC
    i | 12
> Oc1cccc2ccc(/C=C/c3ccccc3Br)nc12
    i | 28
> COc1cc(-c2noc(C)c2C(=O)NCC[C@@H]2CCCN2C)cc(OC)c1OC
    i | 4
> COc1ccccc1C(=O)N/C(=C\c1cn(S(=O)(=O)N(C)C)c2ccccc12)C(=O)N1CCOCC1
    i | 32
> Cc1ccc(NC(=O)COc2ccccc2)c(NC(=O)c2ccco2)c1
    i | 47
> C=CCN1C(=O)c2ccc(C(=O)N(C)CC(=O)Nc3c(C)cccc3C)cc2C1=O
    i | 49
> N=c1c(C(=O)NCC2CCCO2)cc2c(=O)n3ccccc3nc2n1C1CCCCC1 (stereo unspecified)
    i | 42
> NNC(=O)c1oc2nc(-c3ccccc3)cc(-c3ccccc3)c2c1N
    i | 48
> Oc1ccc(/C=N/n2c(C3CCCCC3)n[nH]c2=S)c(O)c1
    i | 9
> O=C(NCc1ccccc1)c1ccc(N2CCC3(CC2)CC(c2ccc(Cl)cc2)=NO3)c([N+](=O)[O-])c1
    i | 9

Full records, looked up by structure. Values in the order: T cell modulator	T cell modulator vesicle-bound %
Listed for `NNC(=O)c1oc2nc(-c3ccccc3)cc(-c3ccccc3)c2c1N` : i	48
Listed for `CC(C)(C)c1cc(CP(=O)(c2ccccc2)c2ccccc2)cc(C(C)(C)C)c1O` : i	46
Listed for `C=CCN1C(=O)c2ccc(C(=O)N(C)CC(=O)Nc3c(C)cccc3C)cc2C1=O` : i	49
Listed for `CCOc1ccc(C(=O)NCC(=O)N2CCN(Cc3ccccc3)CC2)cc1` : i	37

Next part:
Each structure is followed by: T cell modulator | T cell modulator vesicle-bound %
> O=C(COC(=O)CCC(=O)c1ccc(F)cc1)NCc1ccc(Cl)cc1
    i | 15
> Cc1ccc(NC(=O)C(=O)c2c[nH]c3ccccc23)cc1
    i | 14
> Cc1ccc(S(=O)(=O)N(C)c2ccc(C(=O)Nc3cccc(C)n3)cc2)cc1
    i | 37
> COc1ccc(S(=O)(=O)N2CCCCC2)cc1NC(=O)[C@@H]1CCCN1C(=O)c1cccs1
    i | 35
> COc1ccc(O)c(-c2cc(-c3ccc(F)cc3)n[nH]2)c1
    i | 52
> CCOc1ccc(N(CC(=O)NC2CCC(C)CC2)S(=O)(=O)c2c(C)noc2C)cc1 (stereo unspecified)
    i | 7
> Cc1nc(SCC(=O)NCC2CCCO2)c2c(C)c(C)sc2n1 (stereo unspecified)
    i | 31
> Cn1c(N)c(C(=O)COC(=O)/C=C/c2cccc(F)c2)c(=O)n(C)c1=O
    i | 41
> O=C(NCCc1ccc(Cl)cc1)C1CCCN(c2ncnc3c2nc2n3CCCCC2)C1 (stereo unspecified)
    i | 12
> CC(C)c1ccc(S(=O)(=O)N2CCN(C(=O)CN3C(=O)NC4(CCCCC4)C3=O)CC2)cc1
    i | 45
> COc1ccc(NC(=O)CSc2nccn2Cc2ccccc2)cc1
    i | 64
> Cc1cc(C)c(S(=O)(=O)N2CCC(C(=O)NCc3ccncc3)CC2)c(C)c1
    i | 16
> COCCn1c(=O)[nH]c2cc(C(=O)N3CCN(c4ccc(Cl)cc4)CC3)ccc2c1=O
    i | 14
> CS(=O)(=O)c1cccc(C(=O)OCCCC(=O)c2ccccc2)c1
    i | 22
> Cc1cccn2c(=O)c3cc(C(=O)NCC4CCCO4)c(=N)n(CCc4ccccc4)c3nc12 (stereo unspecified)
    i | 19
> CCOc1ccccc1N(CC(=O)NCc1ccco1)C(=O)CCC(=O)Nc1nccs1
    i | 10
> O=C(NCCCN1CCOCC1)c1cc2ccccc2cc1O
    i | 31
> CCOc1ccc(OCCC(=O)OCC(=O)Nc2cc(S(=O)(=O)N3CCOCC3)ccc2C)cc1
    i | 20
> COc1ccc(NC(=O)COC(=O)c2cc(S(=O)(=O)N3CCCC3)ccc2O)cc1
    i | 50
> CCN1CCN(c2ccc(NC(=O)c3ccco3)cc2Cl)CC1
    i | 32
> O=C(c1ccc2c(=O)n(CCc3ccccc3)c(=O)[nH]c2c1)N1CCN(c2ccc(F)cc2)CC1
    i | 11
> CCC(=O)N(CCc1ccccc1)Cc1cc2cc(C)ccc2[nH]c1=O
    i | 56
> CC(C)COc1cccc(C(=O)NC2(C)CCS(=O)(=O)C2)c1 (stereo unspecified)
    i | 12
> O=C(COC(=O)c1ccc(S(=O)(=O)N2CCCCC2)cc1)Nc1ccccc1
    i | 48
> CCc1ccc(CNC(=O)CCS(=O)(=O)Cc2ccccc2F)cc1
    i | 10
> CS(=O)(=O)c1ccc(Cl)c(NC(=O)CSc2n[nH]c(-c3cccs3)n2)c1
    i | 32
> COc1ccc(NS(=O)(=O)c2cccc(C(=O)NNC(=O)CNC(=O)c3ccco3)c2)cc1
    i | 56
> O=C(OCC(=O)N1CCCc2ccccc21)c1cc(S(=O)(=O)N2CCOCC2)ccc1F
    i | 12
> CNC(=O)c1[nH]cnc1C(=O)Nc1cccc(Cl)c1
    i | 29
> O=C(NCCC1CCCCN1S(=O)(=O)c1ccccc1)C(=O)NCc1ccccc1 (stereo unspecified)
    i | 38
> Cc1cccc(/C=C/c2onc(C)c2S(=O)(=O)N2CCC(C(=O)N3CCCCC3)CC2)c1
    i | 34
> O=C(CN1C(=O)c2ccccc2S1(=O)=O)NCCc1ccc(F)cc1
    i | 51
> CCCN(CC(=O)Nc1ccccc1OC)C(=O)CSC(=S)N1CCCC1
    i | 9
> COCC(=O)N(C)C[C@H]1N[C@@](Cc2ccccc2)(C(=O)OC)[C@H]2C(=O)N(Cc3ccccc3)C(=O)[C@@H]12
    i | 23
> CCOC(=O)c1ccccc1NC(=O)CSc1nc2[nH]ncc2c(=O)[nH]1
    i | 52
> CCOc1ccccc1NC(=O)c1ccc(C(=O)Nc2ccccc2OCC)nc1
    i | 57
> CCC1Nc2ncnc(N3CCCCC3)c2N(Cc2ccc(Br)cc2)C1=O (stereo unspecified)
    i | 40
> C=CCn1c(SCC(=O)Nc2ccc(S(N)(=O)=O)cc2)nnc1-c1cnccn1
    i | 13
> Cc1onc(-c2c(Cl)cccc2Cl)c1C(=O)Nc1ccc(C(N)=O)cc1
    i | 26
> COc1ccc(C(C)=O)cc1COC(=O)c1cc(=O)c2ccccc2o1
    i | 59
> O=C(CCN1C(=O)/C(=C/c2ccccc2Cl)SC1=S)NC1CCCC1
    i | 59
> O=C(OCc1ccccc1)/C(=C/c1cccc(Br)c1)NC(=O)c1ccco1
    i | 10
> Cc1ccc(NC(=O)C(c2ccccc2)N2CCN(C(=O)c3ccco3)CC2)cc1 (stereo unspecified)
    i | 48
> COc1ccc(OC)c(C(c2c(O)nc(SC)[nH]c2=O)c2c(O)nc(SC)[nH]c2=O)c1
    i | 69
> COc1ccc(C(=O)Nc2ccc3ncccc3c2)cc1
    i | 33
> COc1cc(/C=C2\NC(=S)N(C)C2=O)ccc1OCc1cccc(F)c1
    i | 30
> Cc1c(C(=O)N(C)C(C)c2ccccn2)oc2c(F)cccc12 (stereo unspecified)
    i | 6
> CC(Oc1ccccc1)C(=O)NC1CCSc2ccccc21 (stereo unspecified)
    i | 8
> COc1ccc(N(CC(=O)N/N=C/c2ccccc2OC)S(=O)(=O)c2ccccc2)cc1
    i | 27
> O=c1cc(CCl)nc(Cc2c(Cl)cccc2Cl)[nH]1
    i | 38
> CCc1c(O)nc(SCc2ccc(F)cc2)[nH]c1=O
    i | 14
> CCOc1ccc(CN(C(=O)/C=C/c2ccco2)C2CCS(=O)(=O)C2)cc1 (stereo unspecified)
    i | 42
> Cc1c(C)n2c(SCC(=O)N3CCCC3)nnc2[nH]c1=O
    i | 53
> C[C@@H]1CN([C@@H](C)CO)C(=O)c2cc(NC(=O)Nc3ccc(F)cc3)ccc2O[C@@H]1CN(C)Cc1ccc(Oc2ccccc2)cc1
    i | 16
> CCOc1cc(C2C3=C(CCCC3=O)N(CC(=O)O)C3=C2C(=O)CCC3)ccc1OC
    i | 35
> O=C(COC(=O)c1cccs1)NC1CCCC1
    i | 17
> CC(=O)Nc1ccc(S(=O)(=O)Nc2nc3ccccc3nc2Nc2ccc(C(=O)O)c(O)c2)cc1
    i | 24
> COc1ccccc1NS(=O)(=O)c1ccc(C(=O)NCCCn2ccnc2)cc1
    i | 34
> COC(=O)c1ccccc1N(C)S(=O)(=O)c1cc2c3c(c1)CCC(=O)N3CCC2
    i | 56
> O=C(NCC(F)(F)F)c1ccc(S(=O)(=O)Nc2ccccc2N2CCCC2)cc1
    i | 27

A draw from above in order of SMILES length, rising:
Each structure is followed by: T cell modulator | T cell modulator vesicle-bound %
> CCc1ccc(CNC(=O)CCS(=O)(=O)Cc2ccccc2F)cc1
    i | 10
> COc1ccc(CCNC(=O)CCNC(=O)N2CC(=O)Nc3ccccc32)cc1OC
    i | 12
> COC(=O)c1ccccc1N(C)S(=O)(=O)c1cc2c3c(c1)CCC(=O)N3CCC2
    i | 56
> COCCn1c(=O)[nH]c2cc(C(=O)N3CCN(c4ccc(Cl)cc4)CC3)ccc2c1=O
    i | 14

More structures.
Each structure is followed by: T cell modulator | T cell modulator vesicle-bound %
> C[C@H](NC(=O)c1nc[nH]c1C(=O)NCC(=O)OCc1ccccc1)C(=O)OCc1ccccc1
    i | 54
> Cc1ccc(S[C@@H](CCN2CC[C@H](C(C)(C)C)CCC2=O)c2ccccc2)cc1
    i | 8
> COc1ccc(/C=C/c2nc(S(=O)(=O)c3ccccc3)c(N(C)C)o2)cc1
    i | 49
> CC1CCCN(C(=O)C2CCN(c3nc(-c4ccccc4)nc4c3CCC4)CC2)C1 (stereo unspecified)
    i | 34
> CCOC(=O)CNC(=O)N1CCC(CCOc2ccccc2)(C(=O)OCC)CC1
    i | 13
> O=C(CSc1nnc(NC(=O)C2CC(=O)N(c3ccc(F)cc3)C2)s1)NCc1ccco1 (stereo unspecified)
    i | 20
> COCCn1c(=NC(=O)c2ccc(S(=O)(=O)N3CCOCC3)cc2)sc2cc(S(N)(=O)=O)ccc21
    i | 56
> CC1CCCC(NC(=O)COC(=O)CCC(=O)c2ccc(F)cc2)C1C (stereo unspecified)
    i | 46
> CCC(=O)Nc1ccc(C(=O)NNC(=O)C2CCCCC2)cc1
    i | 13
> CC(c1ccccc1)C1CC(=O)N(c2ccccc2)C1=O (stereo unspecified)
    i | 61
> O=C(NCCNc1ccnc2cc(Cl)ccc12)c1ccccc1F
    i | 56
> O=C(c1cccc(Br)c1)N1CCCc2ccccc21
    i | 22

Not all compounds are listed; rates above refer to the full screens.
